APP 5'UTR act = APP 5'UTR luciferase reporter activation | activation, % at 2 µM | SH-SY5Y APP 5'UTR luciferase reporter, luminescence; zero percent = DMSO vehicle wells | actives 1% (n = 190,000);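 active = activation above a set limit, based on mean plus 3 SD of controls, cut at about 140% in these data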; also: values of inactives mirror those of a sister screen read the other way
STAT1 activator = activators of IFN-gamma induced STAT1 signaling; NIH 3T3 STAT1-luciferase reporter, luminescence; 100% = IFN-gamma alone, no compound; activation (% of control), % at 5.5 µM; actives 2.6% (n = 200,000);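 active = activation above the screen-wide mean activation plus 3 SD, cut at about 130% in these data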;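 also: raw ratio to IFN-gamma control signal so 100% means no change and 0% no light; values of inactives mirror those of a sister screen read the other way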
Hsp70 activator = switches on Hsp70 transcription | HeLa Hsp70 promoter luciferase reporter, luminescence; scaled: vehicle 0, proteasome-inhibitor control 100% | activation, % at 10 µM | actives 0.04% (n = 200,000) | AID 1203;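 active = activation above the mean across all tested compounds plus 3 SD, cutoff set per campaign, cut at about 5.5% in these data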;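 also: 100% = MG132 at 30 µM as the positive control and 0% = DMSO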
FLuc act counter = firefly luciferase counter-screen for stimulation assays; P08659; ATPlite luciferase biochemical, luminescence, 10 min; 0 = ATP-free wells, 1 = DMSO control; activation factor at 10 µM; 200,000 tested, under 10 active; AID 1027;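 active = luciferase activation factor, scaled between plate controls, of at least 2 with compound at 10 µM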
Target sequence (P08659 whole entry, looked up): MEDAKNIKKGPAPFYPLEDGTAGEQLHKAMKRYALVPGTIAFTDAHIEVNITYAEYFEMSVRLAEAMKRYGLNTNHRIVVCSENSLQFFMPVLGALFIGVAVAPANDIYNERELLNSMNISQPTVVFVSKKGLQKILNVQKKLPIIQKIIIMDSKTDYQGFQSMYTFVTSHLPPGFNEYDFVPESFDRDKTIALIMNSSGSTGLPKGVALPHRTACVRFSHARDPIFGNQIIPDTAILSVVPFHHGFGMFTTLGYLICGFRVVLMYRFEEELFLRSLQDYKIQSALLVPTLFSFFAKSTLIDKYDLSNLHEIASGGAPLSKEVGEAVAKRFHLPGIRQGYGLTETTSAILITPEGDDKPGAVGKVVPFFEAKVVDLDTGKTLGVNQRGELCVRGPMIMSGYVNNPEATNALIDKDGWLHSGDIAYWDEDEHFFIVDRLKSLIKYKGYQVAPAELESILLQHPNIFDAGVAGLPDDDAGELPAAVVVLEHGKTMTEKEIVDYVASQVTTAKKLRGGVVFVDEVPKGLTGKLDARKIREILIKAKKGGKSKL
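System: Luciferase/luciferin detection reagent, cell-free biochemical luciferase assay | Medium: PBS buffer for ATP | Dosing: Test compounds dosed from 2 mM stocks in 100% DMSO | Timing: 10 min at ambient temperature | Signal: Luminescence measurement of luciferase light output | Evaluation: Luciferase activation, seen as luminescence increase over controls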
G6PDH counter = counter-screen for G6PDH assay hits: L. mesenteroides G6PDH inhibition. AID 1020. inhibition, % at 5 µM. Purified L. mesenteroides G6PDH, diaphorase/resazurin coupled fluorescence, 45 min. actives 0.12% (n = 200,000); in the data active = inhibition above about 50%
NF-kB expr up = NF-kB expression increase, human neuronal cells | NF-kB reporter expression; hits give high values | fold change at 12.5 µM | actives 1.6% (n = 190,000) | AID 1239; in the data active = fold change above about 3.3
HMGR II inh = blocks class II HMG-CoA reductase of Enterococcus faecalis; actives 0.41% (n = 190,000); purified E. faecalis HMGR, NADPH absorbance 340 nm kinetic; inhibition, % at 10 µM;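 active = inhibition above a set limit, the median over all tested compounds plus 3 SD, cut at about 9.5% in these data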;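 also: enzyme runs in reverse so mevalonate oxidation gives rising NADPH absorbance; 0% = complete reaction with DMSO and 100% = background rate lacking mevalonate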
FLuc inh counter = Photinus pyralis luciferase inhibition counter-screen; ATPLite firefly luciferase biochemical luminescence, 10 min; inhibition, % at 10 µM; actives 1.5% (n = 200,000);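 active = inhibition above about 50% when tested at 10 µM, limit read from the data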
DTT redox prof = compounds producing H2O2 with reducing agent – biochemical, NIH compound library profiling, artefact control for MLSCN library redox annotation, primary screen; DTT-dependent redox cycling H2O2, phenol red/HRP absorbance; 100% = 100 µM peroxide control, 0% = buffer; activation, % at 10 µM; AID 878; actives 0.03% (n = 200,000);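 active = activation of at least 50% relative to the plate's high and low controls in the primary single-dose screen; inactive = activation below 50%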;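 also: compound incubated with DTT at 0.8 mM final as the reducing agent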
APP 5UTR inh = APP translation inhibition | SH-SY5Y APP 5'UTR-luciferase reporter, luminescence | inhibition, % at 2 µM | actives 0.82% (n = 190,000);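 active = inhibition above a set limit, derived from the sample mean plus 3 SD, cut at about 45% in these data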; also: values of inactives mirror those of a sister screen read the other way
Starred values were filed as active, the others as inactive; / = not tested or not shown. These rows are one share of the data; count on the stated rates, not on these rows.

SMILES	APP 5'UTR act	STAT1 activator	Hsp70 activator	FLuc act counter	G6PDH counter	NF-kB expr up	HMGR II inh	FLuc inh counter	DTT redox prof	APP 5UTR inh
Cn1c(=O)cc(OCC(=O)N2CCN(C3CCCCC3)CC2)c2ccccc21	-8	95	0.1	1	-22	0.77	1	-4	-0.6	8
CN1C(=O)C(=Cc2ccc(-c3cccc(Cl)c3)o2)C(=O)N(C)C1=O	14	96	-0.2	1.1	0	1.2	-6	-5	-0.8	-14
Cn1cc(C(=O)NP(=O)(N2CCOCC2)N2CCOCC2)c2ccccc21	-6	103	-0.2	1	0	1	-1	2	-2.3	6
Cc1c(C(=O)N2CCC3(CC2)OCCO3)oc2ccc(S(=O)(=O)N3CCCCC3)cc12	9	101	-0.1	1.1	1	1.4	-7	-8	-0.6	-9
C=CCn1c(=O)c(C=Nc2cccnc2Cl)c(O)n(CCCC)c1=O	2	104	-0.2	1	-1	1.5	5	-4	-0.3	-2
O=C(Cc1ccc(Br)cc1)N1CCN(Cc2ccccc2)CC1	11	103	-0.5	1.1	19	0.99	0	-5	2.2	-11
C=CCn1c(O)c(C=NCCN(C)C)c(=O)[nH]c1=O	1	101	-0.2	1	8	1	3	-1	1.1	-1
Cc1ccc(-n2c(O)c(C=NCCN(C)C)c(=O)[nH]c2=O)cc1	-2	98	-0.4	1	9	0.82	-3	1	0.6	2
CC(=NC(C)c1ccccc1)c1c(O)[nH]c(=O)[nH]c1=O (stereo not drawn)	20	102	-0.4	1.1	15	1.1	-3	-6	2.2	-20
CCCCc1nc2ccccc2c(=O)n1-c1ccc(O)cc1	3	101	-0.1	1	3	0.96	-8	2	3.0	-3
CN1CCc2c(c(N3CCCCC3)nc3n[nH]c(N)c23)C1	2	90	-0.2	1	-19	1.1	-7	-5	1.1	-2
CC(C)CCn1c(=O)c(C(=O)Nc2ccccc2S(N)(=O)=O)c(O)c2ccccc21	35	103	-0.1	1	0	1	1	-2	1.1	-35
CC(=NCc1cccnc1)c1c(O)n(-c2ccc(C)cc2)c(=O)[nH]c1=O	17	108	-0.1	1.1	7	1.2	-1	-10	0.2	-17
N/C(=N\[N+](=O)[O-])NCCCC(NC(=O)CNC(=O)c1ccccc1)C(=O)O (stereo not drawn)	-32	103	-0.1	1.1	1	1	0	-8	1.7	32
Cc1ccc(Cn2cc(C=O)c(-c3ccc(C)cc3)n2)cc1	25	108	0.3	1.1	11	1.5	3	-6	-0.1	-25
Clc1ccc(COC(Cn2ccnc2)c2ccc(Cl)cc2Cl)cc1 (stereo not drawn)	6	99	-0.3	1	6	0.91	6	-5	0.6	-6
CCC(C)N1C(=O)NC(=O)C2(Cc3cc(C)ccc3N(C)C2)C1=O (stereo not drawn)	-9	102	-0.2	1.1	12	0.89	0	-7	-0.3	9
O=C(c1cc(-c2cccnc2)nc2ccc(Cl)cc12)N1CCC2(CC1)OCCO2	1	96	0.8	1	8	0.63	-2	-4	-0.8	-1
Cc1cc(C(=O)C[N+]23CCN(CC2)CC3)c(C)n1-c1ccc(Br)cc1	23	102	-0.1	1.1	0	1.2	1	-6	-1.9	-23
Cc1ccc(OCC(=O)N2CCN(CC3CC4C=CC3C4)CC2)cc1 (stereo not drawn)	4	105	-0.4	1.1	5	1.2	-6	-7	-0.1	-4
COc1ccc(NC(=O)N2CCC3(CC2)OCCO3)cc1OC	-24	97	-0.3	1	3	1.3	-4	-2	0.0	24
CCC(C)n1c(O)c(C(c2ccccn2)c2c(O)n(C(C)CC)c(=S)[nH]c2=O)c(=O)[nH]c1=S (stereo not drawn)	-4	96	0.3	1	4	1.6	-8	-3	1.8	4
Cn1c(O)c(C(c2ccccn2)c2c(O)n(C)c(=S)n(C)c2=O)c(=O)n(C)c1=S	14	106	-0.1	1.1	4	1	1	-9	-3.4	-14
COC(=O)C(O)(c1c(C)[nH]c2ccccc12)C(F)(F)F (stereo not drawn)	5	100	-0.1	1.1	6	1.3	1	-5	2.0	-5
CNC(=O)ON(C(=O)NC)C1N(C)C(=S)SC1(C)C (stereo not drawn)	8	98	0.0	1	5	1.3	-1	-3	1.8	-8
Further entries:
SMILES	APP 5'UTR act	STAT1 activator	Hsp70 activator	FLuc act counter	G6PDH counter	NF-kB expr up	HMGR II inh	FLuc inh counter	DTT redox prof	APP 5UTR inh
O=C(COc1ccc(Br)cc1)N1CCN(C2CCCC2)CC1	6	100	-0.6	1	2	0.95	-1	-1	0.6	-6
Cc1ccc(N2C(=O)NC(=O)/C(=C\c3cnc(-c4ccccc4)nc3)C2=O)cc1	1	111	-0.3	1.1	2	1	-3	-5	0.3	-2
O=C1NC(=O)N(Cc2ccccc2)C(=O)/C1=C/c1cnn(-c2ccccc2)c1	-8	109	-0.1	1.1	2	1.1	0	-7	-0.8	8
COC1=CC(=O)OC(/C=C/c2ccccc2)C1 (stereo not drawn)	-5	104	-0.1	1	10	1.5	-13	-4	3.9	5
Cc1cccc(N2CCN(CCc3ccccc3)CC2)c1C	4	103	-0.1	1	5	1.1	-9	-4	-4.1	-4
CCOC(=O)CSCCOc1ccc(C=C2C(=O)NC(=O)NC2=O)cc1OC	10	95	-0.1	0.9	12	1	-5	8	-0.2	-10
CCOC(=O)C(O)(c1ccc(N(C)C(=O)COc2ccccc2)cc1)C(F)(F)F (stereo not drawn)	-5	94	-0.1	/	/	/	/	/	-4.8	5
CC(=NCCC(c1ccccc1)c1ccccc1)c1c(O)n(C)c(=O)n(C)c1=O	32	102	-0.3	1.1	-20	0.52	0	-9	0.7	-32
O=[N+]([O-])c1cc(F)c(N2CCCCCC2)cc1N1CCNCC1	-17	108	-0.2	1.1	15	0.97	-8	-6	0.2	17
CN1CCCC1C(O)(c1ccccc1)c1ccccc1 (stereo not drawn)	12	98	-0.2	/	/	/	/	/	2.4	-12
CC(=O)c1cn(Cc2ccccc2C#N)c2ccccc12	4	72	-0.5	1	17	0.79	1	-1	-0.5	-4
Cc1nnc(SCc2nc3ccccc3c(=O)n2-c2ccccc2Cl)n1N	-18	102	0.2	1	-1	1	5	-3	0.3	18
CCOP(=O)(OCC)c1ccc(O)cc1	12	99	-0.2	1.1	4	1.4	3	-8	0.8	-12
CC1CCCC(C2(O)C(=O)Nc3ccccc32)C1=O (stereo not drawn)	7	105	-0.5	1.1	10	1.4	-2	-6	2.9	-7
O=C(N/N=C/c1c(O)n(CCc2ccccc2)c(=O)[nH]c1=O)c1ccncc1	14	103	-0.3	1.1	4	1.2	-1	-10	-0.1	-14
O=C(O)Cn1cc(/C=C2\C(=O)NC(=O)N(Cc3ccco3)C2=O)c2ccccc21	11	92	-0.3	0.9	9	1.1	1	5	-2.0	-11
Cc1ccc(C2CC(=O)C(C=NCCN3CCN(C(=O)Cc4ccccc4)CC3)=C(O)C2)cc1 (stereo not drawn)	-7	101	0.0	1.1	12	1	-3	-8	-1.4	7
CN(C)c1ccc(NC(=O)CN2C(=O)CN=C(c3ccccc3)c3ccccc32)cc1	/	97	-0.1	1.1	0	0.95	1	-10	3.5	/
CCOC(=O)C1(CCc2ccccc2)CCN(C2CCSCC2)CC1	11	94	-0.4	1.1	11	1.7	-1	-9	0.2	-11
C=CCn1c(O)c(/C=N/NC(=O)CCCC)c(=O)[nH]c1=S	2	99	0.0	1	7	1.4	-2	2	-0.9	-2
COc1ccc(F)cc1C(=O)C1CCCN(Cc2cnc(C)s2)C1 (stereo not drawn)	5	86	1.4	1	8	0.81	3	-4	-0.7	-5
CN(C)S(=O)(=O)c1cc(NC(=O)C[N+]23CCN(CC2)CC3)ccc1Cl	-6	102	-0.1	1	-2	1.1	-1	0	0.4	6
CC1(C)OC(c2ccccc2)=C/C(=C/C=C2C(=O)NC(=O)NC2=O)O1	-6	98	-0.2	1	7	1	-4	4	-0.3	6
CCCCN1C(=O)NC(=O)C2(Cc3cc(C)ccc3N(C)C2)C1=O (stereo not drawn)	-6	100	-0.2	1	12	0.95	1	4	-3.3	6
Cc1cccc(OP(=O)(NCc2ccccc2)Oc2cccc(C)c2)c1	-12	94	-0.1	1.1	-14	0.88	0	-6	0.2	12
Next part.
SMILES	APP 5'UTR act	STAT1 activator	Hsp70 activator	FLuc act counter	G6PDH counter	NF-kB expr up	HMGR II inh	FLuc inh counter	DTT redox prof	APP 5UTR inh
COC(=O)c1ccc(N2CCN(C)CC2)c([N+](=O)[O-])c1	-8	104	0.2	1	3	1.1	-5	3	-0.2	8
C#CCOc1cc(C2C3=C(COC3=O)Nc3cc4c(cc32)OCO4)ccc1OC (stereo not drawn)	-92	99	0.5	1	-3	1.2	-9	-3	-2.8	92*
CC(C)c1ccc(OCC(=O)N2CCN(C)CC2)c(Br)c1	-1	102	-0.5	1	8	1.5	-8	-3	1.8	1
CC(=NCCCN1CCOCC1)c1c(O)n(-c2ccccc2C)c(=O)[nH]c1=O	-8	103	-0.2	1	-1	1.1	-12	-5	2.7	8
COc1cc(OC)cc(-n2nc(C(=O)N3CCC4(CC3)OCCO4)c3ccccc3c2=O)c1	5	102	-0.2	1	0	1.1	-4	-4	-2.5	-5
COc1ccc(C(CC(=O)N2CCC3(CC2)OCCO3)NS(=O)(=O)c2ccc(C)cc2)cc1 (stereo not drawn)	5	100	0.0	1	8	1.5	-4	-4	-0.8	-5
O=C(CCCN1CCC2(CC1)C(=O)NCN2c1ccccc1)c1ccc(F)cc1	0	104	-0.3	1.1	5	0.61	-1	-5	0.2	0
COc1c(O)ccc2c1-c1c3c(cc4c1C(C2)N(C)CC4)OCO3 (stereo not drawn)	-12	93	-0.4	1	5	1.2	-6	-2	0.8	12
CN1CCC(N(C)c2nc(-c3ccccc3)nc3ccccc23)CC1	11	98	0.2	1	3	0.81	5	-2	2.7	-11
CCCC(C)C1(CC)C(=O)NC(=Nc2ccccc2OC)NC1=O (stereo not drawn)	21	94	-0.5	1	11	0.88	2	-2	2.5	-20
O=C(c1ccc(N2CCCCCC2)c([N+](=O)[O-])c1)N1CCC2(CC1)OCCO2	-4	96	-0.3	1	8	0.82	1	2	-1.3	4
O=c1[nH]c(=S)n(Cc2ccco2)c(O)c1C=NCc1cccs1	-8	101	-0.1	1	2	1.1	2	2	0.2	8
COc1ccc(P2(=O)Nc3ccccc3N2)cc1	171*	125	-0.1	1	25	1.1	-2	0	0.3	-171
CN(C)C(=Nc1ccccc1)P(=S)(N(C)C)N(C)C	-3	102	0.2	1	2	1.1	-7	0	-1.6	3
O=C(Nc1cccnc1)c1c(O)c2c(n(Cc3ccccc3)c1=O)CCCC2	11	104	-0.2	1.1	9	1.1	2	-6	-1.2	-11
COc1cc2c(cc1OC)C(C(=O)N(C)C1CCCCC1)C1CCCCN1C2=O (stereo not drawn)	0	103	-0.2	1.1	3	0.91	-5	-5	0.1	0

Single records, as listed above. Values in the order: APP 5'UTR act, STAT1 activator, Hsp70 activator, FLuc act counter, G6PDH counter, NF-kB expr up, HMGR II inh, FLuc inh counter, DTT redox prof, APP 5UTR inh
O=C(CCCN1CCC2(CC1)C(=O)NCN2c1ccccc1)c1ccc(F)cc1 is listed as 0, 104, -0.3, 1.1, 5, 0.61, -1, -5, 0.2, 0
CN1CCC(N(C)c2nc(-c3ccccc3)nc3ccccc23)CC1 is listed as 11, 98, 0.2, 1, 3, 0.81, 5, -2, 2.7, -11
O=C(c1ccc(N2CCCCCC2)c([N+](=O)[O-])c1)N1CCC2(CC1)OCCO2 is listed as -4, 96, -0.3, 1, 8, 0.82, 1, 2, -1.3, 4

High-throughput results: PubChem BioAssay, several laboratories
